S1P3 agonist: human S1P3 receptor agonists, primary screen, cell-based, primary and confirmation, NFAT-BLA reporter. Sphingosine 1-phosphate receptor 3 (Homo sapiens), Q99500. S1P3 NFAT-BLA reporter cells, agonism, FRET ratio; relative to 1 µM S1P, basal subtracted. activation, % at 4.5 µM. hit rate 0.1% among 60,000. AID 373, 2006;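 active means activation above the screen-wide mean plus 3 SD, cut at about 4.5% in these data, passing the limit was not always enough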; further: some compounds called inactive have numbers as strong as hits
Target sequence (Q99500 whole entry, looked up): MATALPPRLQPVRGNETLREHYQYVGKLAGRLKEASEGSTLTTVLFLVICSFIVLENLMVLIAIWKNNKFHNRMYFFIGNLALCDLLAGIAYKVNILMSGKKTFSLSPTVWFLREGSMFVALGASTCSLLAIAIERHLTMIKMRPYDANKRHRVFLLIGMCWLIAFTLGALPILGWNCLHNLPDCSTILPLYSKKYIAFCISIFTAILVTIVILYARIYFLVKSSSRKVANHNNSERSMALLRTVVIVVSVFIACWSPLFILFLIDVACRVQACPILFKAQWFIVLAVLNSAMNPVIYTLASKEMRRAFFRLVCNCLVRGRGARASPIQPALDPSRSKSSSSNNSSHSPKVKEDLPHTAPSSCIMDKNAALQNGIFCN
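Assay system: CHO cells stably expressing human S1P3, Gα16 and NFAT-β-lactamase reporter. Timing: overnight plating, 4 h compound 37 °C, 2 h substrate RT. Signal: β-lactamase FRET emission ratio 460/535 nm. Measure: percent activation versus median 1 µM S1P response, basal-subtracted, per plate. Repeats: primary screen single test, confirmation screen in triplicate.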
RORa activator: activators of orphan receptor RORA, primary screen, cell-based, luminescence | Nuclear receptor ROR-alpha (Homo sapiens), P35398 | CHO-K1 Gal4-RORA LBD luciferase reporter; percent increase over mock-subtracted basal signal | activation, % at 10 µM | hit rate 1.5% among 65,000 | AID 560, 2006;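 active means activation above the mean of all tested compounds plus 3 SD, cut at about 49% in these data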;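 further: 0% = DMSO-treated RORA cells and 100% = added signal equal to DMSO minus mock-transfected cells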
S1P1 ag-PAM: S1P1 agonists and agonism potentiators, primary screen, cell-based, primary and confirmation screens, CRE-bla reporter. hit rate 0.57% among 56,000. activation, % at 9.5 µM. S1P1 CRE-bla cells, forskolin, beta-lactamase FRET, potentiator mode; S1P1 agonist co-added at EC20, 2 nM; 100% = saturating reference agonist, 0% = basal. Sphingosine 1-phosphate receptor 1 (Homo sapiens), P21453;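 active means activation above a cutoff set at the mean activation of all tested compounds plus 3 SD, cut at about 54% in these data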;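 further: forskolin at 4 µM as EC80 and the EC20 agonist is SEW2871; 100% = SEW2871 at its EC100 plus forskolin at EC80; some compounds past the cut are filed as inactive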
tolC growth inh: growth inhibitors of E. coli tolC mutant, primary screen, strain BW25113 ΔtolC::kan, 384-well; OD615; hit rate 2.2% among 65,000; growth inhibition, % at 10 µM (by protocol);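 active means growth inhibition at or above a cutoff equal to the mean over every tested compound plus 3 SD, cut at about 60% in these data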;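 further: growth measured after 20 h incubation at 37 °C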
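System: E. coli ΔtolC::kan strain BW25113; Buffer or medium: LB broth supplemented with 50 µg/mL kanamycin; Compound: 10 µM final, single dose; Incubation: bacterial growth with compound for 20 h at 37 °C; Signal: A615 absorbance measurement; Evaluation: growth inhibition in percent.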
HTR1E agonist: 5-HT1E receptor agonists, primary screen, cell-based, HTS; CHO 5-HT1E Ga15 NFAT-bla reporter, FRET; 0% DMSO wells, 100% control agonist wells; AID 574, 2007; activation, % at 6 µM; hit rate 0.69% among 65,000; 5-hydroxytryptamine receptor 1E (Homo sapiens), P28566;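 active means activation above a set limit, the screen-wide mean activation plus 3 SD, cut at about 8.5% in these data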;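 further: 100% = positive control agonist at 1 µM giving full maximal response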
AP complement: alternative complement pathway inhibitors, primary screen, biochemical, ELISA, human serum, orthogonally pooled compounds; LPS-coated ELISA, C3 deposition; tested in compound mixtures; inhibition, % at 5 µM; hit rate 0.08% among 62,000; AID 1235, 2008;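 active means inhibition above 30% in each of the two pooled mixtures holding the compound, so the lower value exceeds 30%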;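 further: 0% = serum in Mg-EGTA without compound and 100% = EDTA serum blank; some compounds past the cut are filed as inactive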
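Assay system: human serum alternative complement pathway, C3 deposition on LPS-coated wells; Dosing: 5 µM per compound in ten-compound mixtures; Detection: Anti-C3 ELISA, OD 450 nm; Buffer or medium: Mg2+-EGTA GVB++ buffer containing human serum at 1:15 dilution; Timing: 1 h at 37 °C; Replication: two different pools per compound.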
5HT1a antag: human 5-HT1a receptor antagonists, primary screen, cell-based, CHO, Ga15 NFAT-bla reporter; 5-hydroxytryptamine receptor 1A (Homo sapiens), P08908; CHO 5-HT1a Ga15 NFAT-bla reporter, antagonist mode; inhibition, % at 10 µM; hit rate 0.68% among 62,000; AID 612, 2007;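 active means inhibition above the mean of all tested compounds plus 3 SD, cut at about 43% in these data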;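 further: receptor stimulated by 5-CT agonist at 100 nM near EC80; beta-lactamase reporter measured by ratiometric fluorescence of a cleavable substrate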
SF1 activator: activators of human SF-1, primary screen, cell-based, CHO-K1, Gal4-SF-1 LBD, luciferase luminescence; Steroidogenic factor 1 (Homo sapiens), Q13285; CHO-K1 Gal4-SF-1 LBD luciferase reporter; % increase over DMSO SF-1-specific signal; activation, % at 10 µM; hit rate 1.9% among 65,000;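 active means activation above the mean activation of all tested compounds plus 3 SD, cut at about 50% in these data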
Target sequence (Q13285 whole entry, looked up, the tested form may be a part): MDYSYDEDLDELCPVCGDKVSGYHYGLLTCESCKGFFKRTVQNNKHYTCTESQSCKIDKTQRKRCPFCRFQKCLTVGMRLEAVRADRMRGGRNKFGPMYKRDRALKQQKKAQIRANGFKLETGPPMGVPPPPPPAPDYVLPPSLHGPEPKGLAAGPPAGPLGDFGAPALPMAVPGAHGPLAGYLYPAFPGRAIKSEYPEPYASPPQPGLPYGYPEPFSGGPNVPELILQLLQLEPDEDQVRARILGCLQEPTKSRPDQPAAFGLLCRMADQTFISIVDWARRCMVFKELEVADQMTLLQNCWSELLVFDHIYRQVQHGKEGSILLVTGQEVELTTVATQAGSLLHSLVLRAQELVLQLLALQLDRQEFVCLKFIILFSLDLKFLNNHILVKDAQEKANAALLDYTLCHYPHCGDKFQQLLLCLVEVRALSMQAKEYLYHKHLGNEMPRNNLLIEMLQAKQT
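Material: CHO-K1 cells with Gal4–hSF-1 LBD chimera plus Gal4-driven luciferase / Input: 4,000 CHO-K1 cells per well / Incubation: compound exposure 20 h at 37 °C / Signal: luminescence read 15 min after SteadyLite luciferase reagent, after room-temperature equilibration / Read-out: percent activation versus DMSO / Benchmarks: DMSO negative control and −SF1 background wells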
HTR1E antagonist: 5-HT1E receptor antagonists, primary screen, cell-based, HTS. hit rate 0.99% among 65,000. 5-hydroxytryptamine receptor 1E (Homo sapiens), P28566. inhibition, % at 6 µM. CHO 5-HT1E Ga15 NFAT-bla reporter, FRET, antagonist;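 active means inhibition above a set limit, the mean inhibition across every tested compound plus 3 SD, cut at about 29% in these data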;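 further: signal is the 460 over 535 nm emission ratio of beta-lactamase substrate; 0% = agonist plus DMSO wells and 100% = wells without agonist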
An asterisk follows results filed as active; nt = not tested or not shown.

Value order – S1P3 agonist	RORa activator	S1P1 ag-PAM	tolC growth inh	HTR1E agonist	AP complement	5HT1a antag	SF1 activator	HTR1E antagonist
- CC(C(=O)Nc1nc2ccccc2[nH]1)N1C(=O)C2CC=CCC2C1=O (centres undefined)
→ 0.7	-7.4	-4.8	-3.2	1.1	1.2	11.9	11.2	0.8
- COc1ccc2c(c1)c1nnc(SCC(=O)N3CCCCC3C)nc1n2C (centres undefined)
→ 1.0	25.7	-35.9	1.7	0.8	-2.1	-13.1	19.8	13.8
- COc1cc(OC)nc(NC(=O)CN2CCN(c3ccc(F)cc3)CC2)n1
→ 0.3	6.4	-16.4	1.9	0.0	26.1	-5.3	15.4	0.8
- O=C1CC(/C=C/c2ccco2)=Nc2ccccc2N1
→ -0.8	2.5	-9.5	7.0	-0.1	-2.0	7.8	12.7	-4.3
- N#CCSc1nnc(-c2ccccc2O)n1CCc1ccccc1
→ 2.7	-4.5	17.3	4.3	-0.6	-2.9	-6.5	7.7	-6.3
- CCOC(=O)N1CCN(C(=O)CSc2nc3c(cnn3-c3ccccc3)c(=O)[nH]2)CC1
→ -0.1	20.6	-6.8	-5.3	-0.5	14.2	-20.5	-9.2	7.4
- O=P(O)(O)c1ccccc1OCCOCCOc1ccccc1P(=O)(O)O
→ 2.6	-14.1	-8.4	-9.1	0.2	1.5	-3.8	-12.6	5.0
- CCOC(=O)NC1CCS(=O)(=O)C1 (centres undefined)
→ 0.1	20.2	-14.3	-12.2	-0.1	-11.7	-9.1	-5.0	-16.6
- CCCCCCn1cnc2c(c1=O)c1nc3ccccc3nc1n2Cc1cccs1
→ -0.6	-13.8	6.8	-0.6	0.3	-21.0	-7.2	-17.5	2.7
- CCOC(=O)c1nn(-c2ccccc2)c(C#N)c1NC(=O)c1nn(CC)cc1Br
→ -0.8	-10.6	-44.1	10.8	0.0	13.1	17.1	1.1	54.4*
- COc1ccc(NC2CC(=O)N(c3cccc(C)c3)C2=O)cc1 (centres undefined)
→ -1.3	18.6	2.4	-10.2	-1.1	14.3	8.1	12.4	-5.7
- CCOP(=O)(c1ccccc1)c1nc(-c2ccccc2C)oc1N1CCCCC1 (centres undefined)
→ -0.2	-18.0	-30.4	1.6	1.4	nt	nt	-8.7	-3.7
- CC(=O)c1cccc(NC(=O)c2ccc(S(=O)(=O)N3CCCCC3)cc2)c1
→ -1.4	-3.0	8.9	-9.5	-0.7	-11.6	-7.0	-8.8	-4.5
- COC(=O)c1ccccc1NC(=O)C1CCN(C(=O)c2cc(OC)cc(OC)c2)CC1
→ 0.2	4.2	nt	15.4	0.8	6.3	-7.0	5.9	-2.9
- Cc1cc(C)c2ccc(N)nc2c1O
→ -1.4	-49.0	-26.1	39.5	-0.4	8.6	-3.0	-27.9	16.4
- CCOC(=O)N1CCN(Cc2cc(=O)oc3ccc(Cl)cc23)CC1
→ -0.2	23.4	5.2	2.4	-0.9	19.9	3.4	-12.5	-0.1
- Cc1ccc(NC(=O)CSc2nnc(CCCCCNC(=O)OC(C)(C)C)o2)c(C)c1
→ -1.0	7.4	2.8	6.2	-0.3	5.2	-0.8	-1.7	3.2
- CC(=O)c1sc2nc(SCC(=O)N3CCCCC3)[nH]c(=O)c2c1C
→ 0.2	-1.4	-1.5	8.8	0.6	4.4	-6.6	-7.8	-11.4
- O=C(CCC(=O)N1CCN(S(=O)(=O)c2ccccc2)CC1)NC1CCCc2ccccc21 (centres undefined)
→ -0.3	-17.5	-27.0	-6.2	0.1	3.2	8.2	-3.9	2.9
- C=CCNc1nc(N(c2ccccc2)c2ccccc2)nc(-n2ccnc2)n1
→ -0.5	-2.6	-16.5	6.5	0.2	25.4	7.8	-7.4	15.4
- CC1CN(c2nnnn2-c2ccccc2)CC(C)O1 (centres undefined)
→ -0.6	-6.0	-19.6	-6.8	53.6*	-6.8	-6.2	-8.1	-7.4
- CC(=O)NC1CCN(C(=O)N2CCCC2)CC1
→ -0.1	-7.5	14.6	-17.2	-0.7	37.2*	-5.5	2.0	-4.9
- CC1(C)CC(=O)c2cnc(NC(=O)c3ccco3)nc2C1
→ -1.4	1.6	0.3	12.4	-0.4	-6.3	-1.0	-4.9	-14.1
- O=C(O)CSc1sc(=S)sc1SCC(=O)O
→ -0.6	-2.1	-0.7	-17.6	0.1	22.0	-14.9	-13.5	4.6
- CNC(=O)CCC(=O)Nc1ccc(C(=O)OC)cc1
→ -0.5	22.2	nt	-9.1	0.5	3.4	0.8	22.6	-6.2
- CCN(CC)C(=O)c1ccc(C)c(Br)c1
→ -0.4	-7.7	nt	3.8	-0.1	11.7	-4.1	5.5	2.9
- O=C(COc1ccc(S(=O)(=O)NCc2ccccc2)cc1)NCC1CCCO1 (centres undefined)
→ -0.8	0.0	-13.6	-15.5	0.9	1.7	-5.2	-5.0	-10.7
- CC1CCN(c2c(NCc3ccc(C(=O)NCc4cccnc4)cc3)c(=O)c2=O)CC1
→ -0.4	-21.9	-4.4	-7.5	1.1	12.7	-3.7	6.5	-7.2
- CSCC[C@@H](Nc1nc(-c2ccccc2)nc2c1oc1ccccc12)C(=O)O
→ -1.1	-11.3	8.3	35.1	0.3	9.4	12.3	7.3	9.9
- CC(C)(C)n1nnnc1CN1C2CCC1CC(NC(=O)Nc1ccccc1)C2 (centres undefined)
→ -0.2	13.0	5.4	2.4	-0.9	3.7	-5.2	3.6	-0.4
- Cn1c(Cl)cnc1C1CC(=O)c2cc(Cl)ccc2O1 (centres undefined)
→ -5.6	-1.4	13.4	5.4	-1.0	6.8	nt	-18.0	8.2
- C/C(Cl)=C/Cn1c(SC(C)C)nc2c1c(=O)[nH]c(=O)n2C
→ 0.8	-11.0	0.8	-6.8	0.4	2.9	-6.3	-5.5	23.1
- Cc1c(C(=O)N2CCN(C)CC2)oc2ccc(S(=O)(=O)N3CCOCC3)cc12
→ nt	-7.5	nt	-0.5	0.1	15.9	-2.3	-5.7	-4.4
- N#CC1=C(N)OC2=C(CCC/C2=C/c2ccoc2)C1c1ccoc1 (centres undefined)
→ -1.0	17.4	14.4	1.4	0.2	-4.1	-6.6	-0.9	-1.1
- CCOC(=O)c1cccc(NC(=O)CSc2nnnn2C)c1
→ 0.4	11.0	7.7	-11.0	-0.2	15.1	13.5	20.0	12.2
- O=C(O)COc1ccc2c(-c3ccccc3)cc(=O)oc2c1
→ 0.0	5.7	-6.8	0.6	0.4	-8.9	5.0	-4.9	-4.8
- CCOc1nc(C#N)nc(N2CCCCC2)n1
→ -0.2	15.9	-25.3	12.0	1.7	-1.0	4.9	-4.0	11.3
- COC(=O)C1=C(C)OC(N)=C(C#N)C1c1cc(OC)ccc1OC (centres undefined)
→ 0.0	6.1	-11.4	-6.5	-0.7	0.1	6.2	-3.2	11.1
- CC(C)Sc1nnc([C@H](C)NC(=O)OC(C)(C)C)o1
→ -0.5	-21.1	17.1	0.7	0.5	7.0	-1.3	-4.8	10.7
- O=C(CCN1C(=O)COc2ccccc21)NCCN1CCc2ccccc2C1
→ -0.6	-9.0	-28.6	-4.9	0.3	2.1	-10.9	16.6	-7.3
- COc1ccc(C)cc1NC(=O)C1CCCN1S(=O)(=O)c1ccc2c(c1)CCC(=O)N2 (centres undefined)
→ 0.2	-10.6	-12.4	0.5	-0.1	16.1	-2.9	-11.9	5.9
- N/C(COc1ccc(C(=O)O)cc1)=N\O
→ 0.0	-3.4	-6.0	-12.9	-1.1	8.4	-11.6	3.9	5.8
- COc1ccc2nc(Nc3nc(C)c(CCC(C)C)c(=O)[nH]3)nc(C)c2c1
→ -1.1	-15.3	-11.1	21.9	0.4	9.9	9.2	3.2	0.5
- Cc1ccc(C2c3sc(=O)[nH]c3SC3C(=O)NC(=O)C32)cc1 (centres undefined)
→ -0.1	-11.9	19.8	9.5	-0.7	2.4	-7.1	14.0	-14.5
- COc1ccc(-n2nnc3c(SCC(=O)NCc4ccco4)ncnc32)cc1
→ 1.8	-2.5	29.3	6.4	-1.3	9.7	9.5	-10.5	-1.3

Some entries already given, showing only S1P1 ag-PAM and HTR1E agonist.
smiles	S1P1 ag-PAM	HTR1E agonist
COc1ccc(-n2nnc3c(SCC(=O)NCc4ccco4)ncnc32)cc1	29.3	-1.3
Cn1c(Cl)cnc1C1CC(=O)c2cc(Cl)ccc2O1 (centres undefined)	13.4	-1.0

(cont.)
Value order – S1P3 agonist	RORa activator	S1P1 ag-PAM	tolC growth inh	HTR1E agonist	AP complement	5HT1a antag	SF1 activator	HTR1E antagonist
- CN(CCO)C(=O)c1cccc2c1-c1ccccc1C2=O
→ -1.1	-11.0	-0.9	-8.9	-0.8	15.3	-2.5	-9.3	4.0
- CC1Cc2nc(SCC(N)=O)n(Cc3ccccc3)c(=O)c2S1 (centres undefined)
→ 0.5	-7.7	-23.3	-1.9	0.4	2.2	-16.7	-3.4	0.1
- CCOC(=O)c1[nH]cnc1C(=O)O
→ 0.0	8.4	1.0	-26.3	0.7	6.7	2.2	-6.4	-6.2
- Cc1cc(C)cc(N(CC(=O)NCc2ccco2)S(=O)(=O)c2c(C)noc2C)c1
→ 0.5	17.8	-15.1	6.2	0.8	10.4	-1.9	0.5	0.0
- COc1ccc(NC(=O)CSc2nnc(Cc3ccccc3)o2)c(OC)c1
→ -0.7	-22.1	0.0	19.8	-0.4	nt	-1.6	16.1	8.5
- O=C(NC1CCCCC1)c1noc2c1CCCCC2
→ -0.1	44.1	12.3	4.0	-0.3	5.0	-3.6	43.1	-3.0
- CCOC(=O)c1c(N)sc2c(O)c(Br)ccc12
→ -1.4	-14.7	-24.6	11.8	-1.0	6.4	5.0	-26.0	-6.7
